AMA1-RON2 inh: qHTS for Inhibitors of AMA1-RON; Towards Development of Antimalarial Drug Lead: Primary Screen; Potency, µM (top dose mostly 58.2 µM), without a hit: at the highest dose activity change, negative = inhibition, usual class: inhibitors; AlphaScreen AMA1-biotinylated RON2 peptide binding; hit rate 0.2% among 360,000; Plasmodium falciparum AMA1 (3D7) - RON2 peptide interaction;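 also: potency is read from the fitted curve at half-maximal effect; 0% = vehicle wells and -100% = peptide control; nearly all actives have a fitted effect of over 45% in size; some results filed as inactive show a strong effect at the top dose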
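AMA1 (3D7) with his tag at 25 nM final met compounds first, then biotinylated RON2 peptide at 25 nM; detection used donor plus acceptor beads, 10 µg/mL apiece, read by AlphaScreen after 30 min at room temperature.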
HCV inhibitor: qHTS Assay for Inhibitors of Hepatitis C Virus (HCV); Huh7.5.1 HCVcc-Cre infection, luciferase reporter, 44 h; AID 651820, 2012; Potency, µM (titrated, usually from 41.8 µM), for the others: at the top dose activity change, negative = inhibition, actives largely listed as inhibitors; hit rate 3.4% among 340,000; also: potency is read from the fitted curve at half-maximal effect
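Cells seeded at 1,000/well and cultured 4 h, then compounds added followed by HCVcc-Cre virus (~0.5 moi). After 44 h further culture, luciferase substrate was added, plates held 15 min at room temperature, and luminescence read for 15 sec.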
Sm TGR block: qHTS Assay for the Inhibitors of Schistosoma Mansoni Peroxiredoxins; Schistosoma mansoni thioredoxin glutathione reductase (TGR), Q962Y6; purified TGR, DTNB reduction, TNB absorbance 405 nm; Potency, µM (top dose mostly 114 µM), for inactives: top-dose activity change, negative = inhibition, actives largely listed as inhibitors; hit rate 3% among 360,000; also: potency is read from the fitted curve at half-maximal effect; nearly all actives have a fitted effect of over 60% in size
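TGR 20 nM + NADPH 100 uM (dispensed conc.), cpd preinc 15 min RT; start with NADPH (500 uM addition) then DTNB (15 mM addition). Kinetic TNB absorbance, 405 nm filter. Four-parameter Hill fit across titration.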
HCMV inh: qHTS Assay for inhibitors of the human cytomegalovirus (HCMV); HFF cells, HCMV-luciferase reporter, 72 h; stronger effect = lower value; activity change, negative = inhibition, % at 57.5 µM; hit rate 4.5% among 410,000; AID 1259415, 2018; in the data active = activity change below about -60%; inconclusive = no clear call, values can overlap the other calls; inactive = above about -39%
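Screen run at 2 compound doses on HFFs infected with reporter HCMV, MOI 1 PFU/cell. Luciferase activity from cell lysates at 72 h post infection gave inhibition relative to buffer-only and Salinomycin wells.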
FBPA Giardia inh: qHTS Assay for Inhibitors of Fructose-1,6-bisphosphate Aldolase from Giardia Lamblia | purified Giardia FBPA | Potency, µM (doses to about 59.6 µM), for inactives: at the highest dose activity, negative = inhibition, actives largely listed as inhibitors | hit rate 0.71% among 290,000 | AID 2451, 2010; also: potency is read from the fitted curve at half-maximal effect; nearly all actives have a fitted effect of over 55% in size
Target sequence (A8B2U2 whole entry, looked up): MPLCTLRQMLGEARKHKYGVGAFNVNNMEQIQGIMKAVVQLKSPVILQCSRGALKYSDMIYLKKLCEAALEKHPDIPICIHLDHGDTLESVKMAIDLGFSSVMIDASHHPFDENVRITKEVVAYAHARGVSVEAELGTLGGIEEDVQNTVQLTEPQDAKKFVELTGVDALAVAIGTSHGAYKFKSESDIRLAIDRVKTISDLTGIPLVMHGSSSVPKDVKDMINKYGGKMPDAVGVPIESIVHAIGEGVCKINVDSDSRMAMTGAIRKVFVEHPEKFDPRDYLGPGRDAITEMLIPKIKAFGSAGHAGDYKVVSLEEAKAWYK
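40 nM FBPA preincubated 10 min at RT with compound (up to 57.5 uM final), then substrate plus GAPDH/TPI/NAD/arsenate coupling and diaphorase/resazurin added. Fluorescence read after 20 min at RT, 525/598 nm.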
AmpC inh detg: qHTS Inhibitors of AmpC Beta-Lactamase (assay with detergent); P00811; AmpC hydrolysis of nitrocefin, absorbance 480 nm, 0.01% Triton; Potency, µM (series often up to 114 µM), without a hit: at the highest dose activity change, negative = inhibition, most hits filed as inhibitors; hit rate 0.041% among 370,000; AID 485294, 2010;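 also: potency is read from the fitted curve at half-maximal effect; 0% = no-compound wells and -100% = no-enzyme wells; nearly all actives have a fitted effect of over 25% in size; some results filed as inactive show a strong effect at the top dose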
Target sequence (P00811 whole entry, looked up): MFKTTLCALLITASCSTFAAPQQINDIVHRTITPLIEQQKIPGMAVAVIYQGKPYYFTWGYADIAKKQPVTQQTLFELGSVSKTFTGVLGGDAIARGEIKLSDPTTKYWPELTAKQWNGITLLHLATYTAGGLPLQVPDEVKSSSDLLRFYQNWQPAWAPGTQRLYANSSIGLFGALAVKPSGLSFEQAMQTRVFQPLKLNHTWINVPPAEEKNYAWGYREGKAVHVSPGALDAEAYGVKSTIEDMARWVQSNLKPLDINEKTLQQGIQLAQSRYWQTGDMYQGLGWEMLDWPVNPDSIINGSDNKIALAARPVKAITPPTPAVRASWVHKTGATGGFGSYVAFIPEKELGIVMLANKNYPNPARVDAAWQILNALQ
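AmpC (5.3 nM in the dispensed reagent) in 20 mM phosphate pH 7.0 with 0.01% (detergent screen) or 0.0001% Triton X-100 was preincubated with compounds for 15 min at room temperature. Nitrocefin was then added from an 800 uM solution, and hydrolysis was followed at 480 nm.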
The depositor's hits bear a star; u = inconclusive; x = no result given; [ ] = remark or other dose. Unless noted, calls follow the shape of the dose curve; as a rule, active = well fitted curve in the direction sought with a large enough effect; inconclusive = small, poorly fitted or top-dose-only effect, or another doubt; inactive = no such curve, though single readings can be large; an effect the other way counts as inactive or inconclusive. Unless noted, % is scaled to controls: 0 for no effect and ±100 for the full control effect.

SMILES	AMA1-RON2 inh	HCV inhibitor	Sm TGR block	HCMV inh	FBPA Giardia inh	AmpC inh detg
CCSc1nnc(NC(=O)Cn2cnc3c2c(=O)n(C)c(=O)n3C)s1	15%	18%	-4%	-15	-9%	-5%
C=C(C)C(=O)Nc1cccc(C2=NOC3(C2)C[C@@H](C(N)=O)N(C(=O)/C=C/C=C/C)C3)c1 (some centres undefined)	-6%	-25%	8.9µM*	18	-6%	3%
O=C1Cc2cc(S(=O)(=O)Nc3ccccc3Cl)cc3c2N1CCC3	-10%	2%	6%	-28	x	1%
CCOc1ccc(C(=O)Nc2ccc3oc(-c4cccnc4)nc3c2)cc1	x	x	-2%	-2	x	7%
CN(C)S(=O)(=O)c1ccc(-c2csc(N/N=C/c3ccco3)n2)cc1	5%	u	u	0	-9%	3%
Cc1coc(C)c1C(=O)CC1(O)C(=O)Nc2cc(Cl)cc(Cl)c21 (centres undefined)	13%	-2%	0%	u	-1%	u
Cc1c(NC(=O)CN2CCN(C(=O)c3ccco3)CC2)c(=O)n(-c2ccccc2)n1C	17%	12%	-3%	-6	0%	u
COc1ccccc1CNC(=O)CN(C)Cc1ccc(SC)cc1	-28%	1%	-1%	18	14%	u
COC(=O)Cn1cc(C(=O)C(C)(C)C)c2ccccc21	10%	-10%	4%	16	-1%	2%
CC(=O)Nc1ccccc1C(=O)OCC(=O)c1cccc2ccccc12	-14%	u	-17%	-36	-1%	1%
CC(=O)OC1CCC2(C)C(CCC3C2CC(=O)C2(C)C3CC(C(C(C)=O)C(C)=O)C2C(C)=O)C1 (centres undefined)	-11%	11%	x	32	x	x
COc1nc(-c2ccccc2)nc(-c2ccccc2)c1C	12%	-27%	x	-16	x	x
O=C(NCc1ccccn1)c1ccc(Cn2c(=S)[nH]c3ccc(Br)cc3c2=O)cc1	42%[activator]	u	4%	-32	-5%	-9%
O=C(CC1SC(=Nc2ccc(OC(F)F)cc2)N(CCN2CCOCC2)C1=O)Nc1ccccc1 (centres undefined)	-3%	19%	2%	-2	-11%	-4%
COC(=O)c1ccc(COC(=O)c2ccc(CO)cc2)o1	20%	15%	7%	-7	0%	4%
COCc1cc(=O)[nH]c2c1c(-c1ccccc1)nn2C	-1%	16%	13%	-25	2%	-8%
Clc1ccc(C2=CC(c3ccco3)n3ncnc3N2)cc1 (centres undefined)	-14%	u	50µM*	107	-2%	1%
COCC(C)N1CCC(n2nccc2NC(=O)CCOc2ccccc2)CC1 (centres undefined)	1%	-21%	-22%	75	x	2%
Cn1c(=O)n(C)c2cc([N+](=O)[O-])c(N3CCN(S(C)(=O)=O)CC3)cc21	-12%	9%	4%	29	-5%	8%
CCN1CCN(Cc2c(O)ccc3c(=O)c(-c4ccc(OC)c(OC)c4)c(C(F)(F)F)oc23)CC1	11%	-23%	u	9	3%	0%
O=C(CSc1nncn1-c1ccccn1)Nc1cccc(Cl)c1	-12%	10%	-13%	36	-3%	3%
CC(=O)Nc1cccc(C(=O)OCc2csc(CC(=O)Nc3ccccc3C)n2)c1	-13%[11.6 µM]	-5%	-14%	89	x	u
Cc1ccc(-c2nn(C)c(=O)c3ccccc23)cc1CN1CCOCC1	0%	-14%	-16%	42	6%	u
Cc1nc(-n2nc(C)c(CCC(C)C)c2C)sc1C(=O)Nc1ccc(Br)cc1	x	x	-1%	19	x	13%
CCOc1ccc(N2CC(C(=O)Nc3cccc(S(=O)(=O)N4CCCCC4)c3)CC2=O)cc1 (centres undefined)	-6%	u	-1%	30	-7%	-1%
O=C(Nc1ccccc1Cl)c1cc2c(-c3ccccc3)nn(-c3ccccc3)c2s1	x	x	4%	-9	x	17%
O=c1c2sc3ccccc3c2n(Cc2cccc(C(F)(F)F)c2)c(=O)n1Cc1ccccc1	x	x	3%	-29	x	20%
CCOC(=O)CCCNC(=O)COC(=O)c1ccc(O)cc1	-22%	0%	1%	57	4%	-7%
O=C(O)c1ccc(N2CCCCCC2)c(N2C(=O)c3ccccc3C2=O)c1	1%	-9%	4%	71	-1%	-3%
Cc1ccc(CNC(=O)CCNS(=O)(=O)c2ccc3c(c2)CCCC(=O)N3)cc1	x	x	-1%	-6	x	-5%
CSc1nnc2c(n1)OC(c1ccccn1)N(C(C)=O)c1ccccc1-2 (centres undefined)	-9%	2%	-12%	-32	1%	0%
CCCOC(=O)Oc1ccc2c(=O)c(Oc3cc(C)cc(C)c3)coc2c1	25%	u	4%	-7	1%	-13%
Cc1ccccc1C(=O)N1N=C(c2ccc(NS(C)(=O)=O)cc2)CC1c1cccs1 (centres undefined)	-2%	1%	11%	-24	2%	13%
COc1cccc(-c2noc(N)c2C#N)c1	9%	9%	u	-3	11%	10%
CN(C)c1nnnn1-c1cccc(Oc2ncc(C(F)(F)F)cc2Cl)c1	4%	u	0%	-24	u	2%
CCc1cc(=O)oc2cc(OC(=O)CN3C(=O)NC4(CCCC4)C3=O)ccc12	-14%	-2%	u	24	x	3%
CN(C)S(=O)(=O)c1cccc(COc2ncnc3c(Cl)cc(Cl)cc23)c1	11%	-28%	-12%	1	-2%	-8%
CCc1nnc(NC(=O)CSc2nnc(CNc3ccc(Cl)cc3)o2)s1	19%	-1%	12%	x	11%	-10%
CCCn1c(=O)c2ccccc2n2c(SCN3C(=O)c4ccccc4C3=O)nnc12	x	2%	4%	x	3%	5%
CCOC(=O)C1=NOC2COC3(CCN(c4ncccn4)CC3)OCC12 (centres undefined)	12%	11%	5%	2	-2%	2%
Cc1ccc(-c2csc(=S)n2CC(=O)OCC(=O)NC(C)C(C)C)cc1 (centres undefined)	-5%	x	0%	24	-1%	-14%
O=C(COC(=O)c1ccc(S(=O)(=O)N2CCCCC2)cc1)NCc1ccco1	-12%	23%	u	-38	-2%	-5%
CCN(CC)CCN(C(=O)c1ccco1)c1nc2c(C)c(C)ccc2s1	x	x	-3%	u	x	0%
Cc1noc(C)c1CSCC(=O)OCC(=O)N1CC(=O)Nc2ccccc21	6%	16%	1%	20	-5%	-9%
O=C(Nc1ccc(N2CCCCC2)c(Cl)c1)c1ccc2c(c1)OCCO2	-4%	10µM*	10%	-77*	u	4%
O=C(/C=C/c1ccco1)NCCc1ccc(F)cc1	1%	-20%	7.1µM*	-78*	-13%	-5%
CCn1c(-c2nn(C)cc2Cl)n[nH]c1=S	3%	2%	-1%	-16	-28%	3%
O=C(c1cccs1)N1CCCC(c2nc3c(nnn3Cc3ccc(F)cc3)c(=O)[nH]2)C1 (centres undefined)	11%	17%	0%	19	5%	-3%
O=C(Nc1ccnn1C1CCN(Cc2cc(Cl)ccc2O)CC1)c1cccnc1	-8%	-10%	-5%	-15	9%	-2%
COc1ccc(OCc2nnc3n2N=C(c2ccc(OC)cc2)CS3)cc1	-5%	-16%	2%	20	6%	u
Going on with the list:
SMILES	AMA1-RON2 inh	HCV inhibitor	Sm TGR block	HCMV inh	FBPA Giardia inh	AmpC inh detg
O=C(CN1C(=O)NC2(CCCCCC2)C1=O)c1ccc2c(c1)OCCO2	6%	u	0%	29	0%	u
O=c1[nH]c(=O)n(Cc2ccc(Oc3ccccc3)cc2)cc1Br	x	x	5%	-37	-9%	-13%
O=Cc1cn(-c2ccccc2)nc1-c1ccc2c(c1)OCCO2	-6%	u	3%	67	1%	1%
Fc1ccccc1COc1ccccc1CNCc1ccncc1	3%	u	7%	u	1%	5%
CCCCc1nc(Cl)c(C#N)c2c1CCC2	8%	14%	0%	5	6%	0%
CCCc1cc(=O)[nH]c(SCC(=O)c2cc(C)n(CC(F)(F)F)c2C)n1	9%	11%	-8%	-23	-5%	-15%
Cc1ccc(-n2c(SCc3ccc([N+](=O)[O-])cc3)nc3ccccc3c2=O)cc1	0%	-5%	-2%	-20	-6%	-6%
CCOc1cc(N2CCOCC2)c(OCC)cc1NC(=O)CCS(=O)(=O)c1ccc(Cl)cc1	-8%	u	-15%	4	u	u
Cc1occc1-c1nnc(SCC(=O)N2CCOCC2)n1CCc1ccccc1	-9%	4%	5%	-13	0%	0%
O=C(NCc1cccc(OC(F)(F)F)c1)c1cccc2c1C(=O)c1ccc(-c3ccc(F)cc3OCc3ccccc3)cc1S2(=O)=O	-4%	5%	x	-19	x	x
CC(=O)c1ccc(N2CCN(C(=O)/C=C/c3ccc4ccccc4n3)CC2)cc1	0%	u	-5%	u	0%	-1%
COc1ccc(NC(=O)Cn2nc(-c3ccncc3)ccc2=O)cc1Cl	x	x	2%	38	x	-3%
Cc1ccc2ncc(C(=O)c3ccc(C)c(C)c3)c(S(=O)(=O)c3ccccc3)c2c1	x	x	1%	-92*	x	20%
O=C(COc1ccc(Cl)cc1)NCc1nnc(SCC(=O)N2CCCC2)o1	5%	11%	2%	-27	6%	5%
Cc1ccc(-c2csc(/C(C#N)=C(\O)CCl)n2)cc1	17%	u	18µM*	12	-19%	3%
CN(C)c1ccnc2sc3c(SCc4ccc(Cl)cc4)ncnc3c12	1%	6%	2%	-14	1%	-9%
O=C(NN=C1CCCCCC1)c1ccncc1	63%[activator]	2%	4%	4	x	-3%
Cc1nc2ccc(S(=O)(=O)CCC(=O)Nc3ccc(F)cc3C)cc2s1	x	x	-1%	3	x	-13%
O=C1c2ccccc2C(=O)N1CC(O)COc1ccc(Br)cc1 (centres undefined)	-2%	24%	-24%	7	5%	-14%
Cc1ccc(-c2nn(-c3ccccc3)cc2C(=O)N2CCOCC2)cc1	2%	-18%	-2%	-7	3%	-5%
Cc1cc(C(=O)CS(=O)(=O)c2ccc(F)cc2)cc(C)c1O	2%	18%	14µM*	3	-7%	0%
CC(C)(C)Nc1nc(Oc2ccc(=O)[nH]n2)nc(N2CCOCC2)n1	-11%	8%	2%	-4	3%	4%
O=C(NCc1cccc(Cl)c1)c1cc2ccc3cccnc3c2[nH]1	x	x	-4%	-9	x	0%
O=C(NCc1ccco1)C(c1ccccc1)N(C(=O)Cc1cccs1)c1ccccc1 (centres undefined)	4%	12%	0%	-29	1%	-1%
Cc1ccc2c(=O)cc(C(=O)Nc3sc4c(c3C(=O)NCc3ccco3)CCCC4)oc2c1C	x	x	-2%	6	x	20%
O=C(CN1CCN(C(=O)CNC(=O)c2ccc3c(c2)OCO3)CC1)Nc1cccc(F)c1	5%	2%	u	-7	x	7%

By substructure, those above with a cyano group.
SMILES	AMA1-RON2 inh	HCV inhibitor	Sm TGR block	HCMV inh	FBPA Giardia inh	AmpC inh detg
COc1cccc(-c2noc(N)c2C#N)c1	9%	9%	u	-3	11%	10%
CCCCc1nc(Cl)c(C#N)c2c1CCC2	8%	14%	0%	5	6%	0%
Cc1ccc(-c2csc(/C(C#N)=C(\O)CCl)n2)cc1	17%	u	18µM*	12	-19%	3%

Screens deposited in PubChem by National Center for Advancing Translational Sciences (NCATS).
